mABHD4 FP: inhibitors of mouse ABHD4; purified mABHD4, FP-Rh probe fluorescence polarization; AID 720543; Q8VD66; inhibition, % at 8.92 µM; 0.54% of 370,000 active;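 active means inhibition exceeding the mean over every tested compound plus 3 SD, cut at about 30% in these data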;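 further: 0% = plate median of compound wells and 100% = S159A mutant with DMSO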
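Assay system: mABHD4 protein; medium: HEPES pH 7.0, NaCl, Pluronic buffer; dosing: 8.92 µM, single dose; schedule: 45 min + 60 min at 25 °C; signal: FP readout, ex 525 nm / em 598 nm; read-out: normalized percent inhibition of probe labeling; repeats: single replicate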
LEDGF integ inh: blocks HIV-1 LEDGF/p75-dependent DNA integration; TR-FRET IN-LEDGF/p75 DNA integration, Eu/Cy5; inhibition, % at 3.7 µM; 0.64% of 370,000 active;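 active means inhibition above the screen-wide mean plus 3 SD, cut at about 13% in these data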;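 further: signal is the Cy5 over europium emission ratio at 671 and 618 nm; 0% = plate median of compound wells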
PRMT1 inh: PRMT1 (human) inhibition, primary screen; inhibition, % at 2.79 µM; recombinant PRMT1, activity-based probe fluorescence polarization; Q99873; 1.3% of 370,000 active; AID 652257;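 active means inhibition above about 21% made by adding two undisclosed values, limit read from the data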
TDP2 inh: blocks human TDP2 phosphodiesterase activity; AID 720702; inhibition, % at 12.8 µM; recombinant TDP2, T5PNP hydrolysis, p-nitrophenol absorbance 415 nm; 0.34% of 370,000 active;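 active means inhibition above the mean of all tested compounds plus 3 SD, set per campaign, cut at about 25% in these data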;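 further: 0% = DMSO with enzyme and 100% = buffer with substrate but no TDP2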
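System – recombinant human TDP2 · Amount – 120 nM TDP2 per well · Buffer or medium – Mg2+-containing Tris-HCl buffer, pH 7.5 · Reagent – T5PNP substrate, 5 mM · Dosing – 12.8 µM single point, 1% DMSO · Incubation – 2 h at 37 °C · Measured by – epi absorbance · Read-out basis – percent inhibition · Benchmarks – high control without enzyme, low control DMSO plus TDP2 · Repeats – singlicate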
rCAG RNA binder: molecules binding r(CAG) RNA repeats. r(CAG) RNA repeat, TO-PRO-1 dye displacement fluorescence. inhibition, % at 3 µM. 1.3% of 370,000 active;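 active means inhibition above the plate cutoff, the mean of all test compounds on that plate plus 3 SD, cut at about 35% in these data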;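 further: 0% = DMSO alone and 100% = 100 µM mitoxantrone as full dye displacement; higher means more dye released from RNA so lower well fluorescence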
SIAE inh: inhibitors of human sialic acid acetylesterase SIAE. 0.69% of 370,000 active. inhibition, % at 9.66 µM. SIAE FP-Rh probe binding, fluorescence polarization;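 active means inhibition above a cutoff: mean of compounds within the control limits plus 3 SD of those, cut at about 17% in these data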;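 further: 0% = plate median of compound wells and 100% = probe without SIAE protein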
NPR2 activator: GC-B (human) receptor activation; 0.11% of 370,000 active; P20594; HEK293-GC-B cells, CNP EC30, cGMP TR-FRET; 0% at EC30 CNP, 100% saturating CNP; activation, % at 10 µM;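 active means activation at 10 µM reaching about 35% in either raw or pattern-adjusted values, limit read from the data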
HTRA1 inhibitor: HTRA1 (human) protease inhibition; Q92743; inhibition, % at 5.96 µM; recombinant HTRA1, FP-rhodamine activity-based probe, fluorescence polarization; 0.5% of 340,000 active; AID 504803; in the data active means inhibition above about 36%;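 further: 0% = enzyme with DMSO and 100% = wells lacking enzyme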
Target sequence (Q92743 whole entry, looked up): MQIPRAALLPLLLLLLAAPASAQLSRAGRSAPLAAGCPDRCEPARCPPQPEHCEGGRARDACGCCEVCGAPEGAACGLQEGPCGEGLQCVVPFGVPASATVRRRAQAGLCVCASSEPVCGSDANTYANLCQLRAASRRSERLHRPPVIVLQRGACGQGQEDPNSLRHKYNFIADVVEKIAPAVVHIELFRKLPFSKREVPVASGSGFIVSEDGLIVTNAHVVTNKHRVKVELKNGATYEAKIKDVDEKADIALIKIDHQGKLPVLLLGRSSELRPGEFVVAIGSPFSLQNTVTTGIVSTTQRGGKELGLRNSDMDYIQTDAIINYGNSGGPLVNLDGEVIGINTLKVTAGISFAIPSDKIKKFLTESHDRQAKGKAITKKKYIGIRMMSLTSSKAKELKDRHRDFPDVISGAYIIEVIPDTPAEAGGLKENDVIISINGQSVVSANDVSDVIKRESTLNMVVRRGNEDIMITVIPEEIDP
TCR-CD3 inh: blocks the human TCR-CD3 interaction; TAMRA-labeled TCR probe fluorescence, biochemical; 0.37% of 360,000 active; AID 651800; inhibition, % at 9.4 µM; in the data active means inhibition above about 19%;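 further: recombinant mutant TCR 2C K166C tagged with TAMRA read by polarization; 0% = receptor in buffer alone and 100% = receptor with positive control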
MBD2 DNA inh: MBD2-methylated oligo binding inhibition. Q9UBB5. TR-FRET, MBD2 binding to methylated oligonucleotide. inhibition, % at 4.4 µM. 0.31% of 370,000 active. AID 686964; in the data active means inhibition above about 13%
Target sequence (Q9UBB5 whole entry, looked up): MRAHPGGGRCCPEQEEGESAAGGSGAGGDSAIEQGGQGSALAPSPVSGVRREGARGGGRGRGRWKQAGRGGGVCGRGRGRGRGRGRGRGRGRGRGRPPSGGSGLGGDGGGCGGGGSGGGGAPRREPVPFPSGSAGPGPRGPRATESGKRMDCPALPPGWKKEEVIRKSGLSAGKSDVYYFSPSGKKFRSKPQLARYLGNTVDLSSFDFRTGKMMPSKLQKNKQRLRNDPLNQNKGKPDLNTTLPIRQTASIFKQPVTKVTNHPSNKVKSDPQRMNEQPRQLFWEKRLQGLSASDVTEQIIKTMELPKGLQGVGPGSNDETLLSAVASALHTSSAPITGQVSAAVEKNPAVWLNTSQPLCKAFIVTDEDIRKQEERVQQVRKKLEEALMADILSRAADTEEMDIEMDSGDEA
* = called active by the depositor; x = not tested or not shown; & = joins results of further samples.

structure	mABHD4 FP	LEDGF integ inh	PRMT1 inh	TDP2 inh	rCAG RNA binder	SIAE inh	NPR2 activator	HTRA1 inhibitor	TCR-CD3 inh	MBD2 DNA inh
COc1ccc(OC)c(N(CC(=O)Nc2cccnc2)S(=O)(=O)c2ccc(OC)c(OC)c2)c1	-2	-3	1	7	-7	0	4	6	0	0
CC1=CC(C)=Nc2ccc(C)cc2N1	3&2	1&-5	8&0	6&3	2&-2	-4&2	-7&4	5&3	-7&2	2&0
CCN=c1scc(-c2ccc3c(c2)NC(=O)CO3)n1N=C1CCCC1	11&11	-3&0	6&-1	7&-11	7&1	11&6	0&1	22&19	-8&2	4&1
O=C(COc1cccc2ccccc12)NNC(=O)c1cnccn1	-2	-1	-2	0	0	-4	-4	9	-5	-3
COc1cccc(CNC(=O)[C@H]2CCCN2C(=O)[C@H]2CCCN2C(=O)c2ccccc2)c1	3	4	3	2	1	0	6	x	-1	-4
CCNNC(=O)C(O)(c1cccc(C)c1)c1cccc(C)c1	-6	1	-3	8	0	-1	-2	1	6	-1
O=C(c1cc(-c2cccnc2)nc2ccccc12)N1CCN(S(=O)(=O)c2cccs2)CC1	2	-1	2	-1	5	-4	9	1	6	2
CC(c1ccccc1)N1CC(C(=O)NC2CCCC2)CC1=O (centres undefined)	1	1	-1	15	-1	-3	8	5	1	-5
Cc1cc(C)c(S(=O)(=O)NCc2cccnc2)c(C)c1	3	4	0	2	0	0	1	8	3	-6
COc1ccccc1NC(=O)c1nnn(Cc2ccccc2)c1NC(=O)C(F)(F)F	-2	-1	-1	4	0	-6	2	-18	1	-1
COc1ccc(Cl)cc1NC(=O)NCCN1CCNC1=O	-3	-2	-5	15	2	7	-1	-1	0	0
CC(=O)C1C(c2ccc(Br)cc2)c2c(noc2C)CC1(C)O (centres undefined)	-7	-2	-3	5	-6	6	0	7	-3	-3
O=c1[nH]cc(NCCNc2ncc(C(F)(F)F)cc2Cl)c(=O)[nH]1	0	5	-3	4	-1	2	-9	-4	5	3
Cc1c(Cl)ccc2sc(NC(=O)c3ccco3)nc12	-27	2	-3	0	5	-17	-10	-29	9	-3
CCOC(=O)C(Sc1nnc2c3ccccc3n(CC)c2n1)C(=O)OCC	0	4	7	2	2	-7	-3	-6	-6	2
CCOc1ccc(/C=C2\C(=O)c3ccccc3OC2c2ccccc2)cc1 (centres undefined)	-2	1	-5	-4	-1	-3	-5	-9	5	-4
Fc1ccccc1COc1ccc(Br)cc1CNCc1ccncc1	-3	-10	-2	-1	-1	1	-18	-14	6	-3
Cc1cccc(C2c3[nH]c4ccccc4c3CCN2C(=O)c2cc(CC(C)C)[nH]c(=O)n2)n1 (centres undefined)	-4	0	6	11	1	4	-3	-4	-2	-1
Cc1cc(C)nc(SCCCn2c(=O)[nH]c3ccccc32)n1	-6	1	5	0	-3	0	2	0	-9	6
COC(=O)c1ccc2c(c1)sc(=NC(=O)CCS(=O)(=O)c1ccccc1)n2C	1	2	-1	-11	4	9	11	-2	-4	-4
O=c1c2ccccc2nc(-c2cccs2)n1-c1ccc2ccccc2c1	-8	1	1	3	4	-4	-1	-11	-7	-4
Cc1cc(C)c(C#N)c(SCC(=O)c2cc(C)n(CCc3ccccc3)c2C)n1	-1	3	1	1	3	2	3	-33	0	-3
Cc1cnc(C(=O)OCC(=O)NC(C)C)cn1	-2	-1	2	22	1	-1	0	3	-2	4
C[n+]1c(-c2ccccc2)sc([S-])c1-c1ccccc1	-4	0	51*	-11	2	-2	5	x	-10	-6
Cc1ccc(Nc2nnc(SCC(=O)Nc3cc(C(=O)O)ccc3C)s2)c(C)c1	-12	-1	-2	-3	18	-5	-5	3	-3	4
CCc1cccc(C)c1NC(=O)c1ccc2nc(N3CCOCC3)sc2c1	8	1	-1	4	-1	-1	0	-2	-7	-7
Cc1cc(C)cc(N(CC(=O)NC2CCCC2)C(=O)CCC(=O)Nc2cc(C)on2)c1	1	-1	-5	-8	-4	5	-12	-7	-4	2
O=C(COc1ccccc1Cc1ccccc1)NCCCN1CCOCC1	3	5	-2	-5	-7	-1	1	-4	1	-2
O=C(CSc1nnc(NC(=O)C2CCC2)s1)Nc1ccccc1F	2	-1	1	11	-3	-2	-4	-4	-4	-3
CCCCc1cc(=O)oc2cc(C)cc(OCC(=O)NCc3cccnc3)c12	-1	0	0	7	-8	4	-7	2	-2	-4
CCc1c(C)c(C#N)c2nc3ccccc3n2c1NCc1ccco1	0	-1	0	4	2	1	12	-12	0	0
O=C(N/N=C/c1cn(-c2ccccc2)nc1-c1ccc2c(c1)OCCO2)c1ccncc1	-7	0	3	3	7	-20	1	-27	4	4
CCn1nnnc1SCC(=O)N1c2ccccc2CCc2ccccc21	-1	2	1	-4	-4	-6	-9	-3	0	-3
CCN(CC)C(=O)COc1c(-c2ccco2)oc2ccccc2c1=O	5	5	0	-15	0	2	4	3	-3	-1
Cc1ccc(S(=O)(=O)NC(CC(C)C)C(=O)NCc2ccco2)cc1 (centres undefined)	-1	2	-2	6	0	-4	4	2	8	-2
NNC(=O)c1cncn1-c1ccc(F)cc1	2	-11	1	-8	-3	0	3	-2	1	1
COc1ccc(NC(C)=O)cc1S(=O)(=O)NC(Cc1ccccc1)C(=O)O (centres undefined)	4	-2	3	10	0	0	0	8	0	1
CN(C)[C@H]1CCN(c2ccc3c(c2)OCCCN(C2CC2)S3(=O)=O)C1	2	0	0	4	3	1	0	x	x	7
O=C(COC(=O)/C=C/c1ccco1)NCc1ccc2c(c1)OCO2	3	4	1	-3	1	10	1	-5	5	-8
OC(c1ccccc1)c1nc(-c2csc3ccccc23)cs1 (centres undefined)	-46	6	-4	-12	3	-2	0	x	0	-6
CCOCC(=O)N1CCN(c2ccc(F)cc2)CC1	0	-4	3	-5	-2	-5	-7	-4	-7	0
CCOc1ccccc1C1C(C#N)=C(N)SC(N)=C1C#N	-6	-2	10	7	6	-6	-5	-20	-27	-3
O=C(CN(Cc1ccc(Cl)cc1)C(=O)CN1C(=O)COc2ccccc21)NC1CCCC1	10	4	-1	-12	-2	-14	0	-7	8	-1
CC(=O)c1c(C)[nH]c(C(=O)OCc2c(F)cccc2Cl)c1C	-2	-1	0	5	-6	1	0	-5	0	-2
CCCc1nc(N)nc2c1C(=O)CC(C)(C)C2	-6	6	0	-3	-4	0	6	8	-5	-4
CN(C)CCCN=Cc1c(-c2ccccc2)[nH]n(-c2nc3ccccc3s2)c1=O	-7	-6	-2	17	29	-5	-12	-13	-1	7
Cc1ccc(C(=O)Nc2ccc(S(=O)(=O)Nc3cnc4ccccc4n3)cc2)cc1	-7	2	5	12	43*	-5	2	-16	2	4
O=C(c1cccc(S(=O)(=O)N2CCCC2)c1)N1CCN(c2ccccc2)CC1	-1	0	-3	0	-4	9	0	4	-3	-7
COc1ccc(-c2cn(-c3ccc(C)cc3)c(=O)n2CC(=O)Nc2cccc(F)c2)cc1	-11	-2	2	-5	15	-2	2	-47	-9	-3
Cc1ccc(C(=O)Nc2nnc(C)s2)o1	-1	1	0	-5	-3	-6	-1	5	-4	3
O=C1NN(CCO)C(=S)Nc2ccccc21	11	-4	6	10	2	-2	4	5	9	4
COC(=O)c1ccc(CSC(=N)N)o1	-4	4	21	9	1	4	4	1	7	-5
Cc1noc(C)c1-c1ccc2nc[nH]c(=O)c2c1	-1	1	-1	16	-2	0	2	5	1	3
CN(CC(=O)Nc1cccc(F)c1)C(=O)c1sc2ccccc2c1Cl	-2	-7	2	-2	3	-1	6	-24	-8	-1
COC(=O)CN(Cc1cn(Cc2ccccc2)nn1)S(=O)(=O)c1ccccc1Br	-1	2	-4	2	1	1	0	x	x	2
O=[N+]([O-])c1cccc(C=Nc2cc3c(cc2Br)OCCO3)c1	0	1	-1	0	0	-1	2	2	-2	2
OC[C@@H]1CN(CCN2CCOCC2)C[C@H](n2cnc3c(NC4CC4)ncnc32)O1	6	-2	4	8	1	3	4	x	-12	-1
COc1ccc(OCC#CCn2ccnc2)cc1	5	-2	4	0	-1	-2	2	1	-2	10
COc1cccc(OCCNC(=O)c2cc(OC)c(OC)c(OC)c2)c1	2	-1	-1	3	0	-3	-1	0	-5	-5
CC(C)n1cnc2c(NCc3ccccc3)cc(Cc3ccc(F)cc3)cc21	31*	1	4	5	-3	7	1	11	4	-3

Later entries.
structure	mABHD4 FP	LEDGF integ inh	PRMT1 inh	TDP2 inh	rCAG RNA binder	SIAE inh	NPR2 activator	HTRA1 inhibitor	TCR-CD3 inh	MBD2 DNA inh
Cc1c(N/C(=N/S(=O)(=O)c2ccccc2)c2ccc(Cl)cc2)c(=O)n(-c2ccccc2)n1C	5	-3	-2	-3	-5	0	-1	-2	6	4
COc1cc(NC(=O)C2CCCN(c3ncnc4c3nc3n4CCCCC3)C2)cc(OC)c1OC (centres undefined)	3	2	-1	-10	-4	-5	-1	1	4	-3
O=C(CSc1nnnn1C1CCCC1)Nc1ccc2c(c1)OCO2	1	-2	1	6	-3	-3	1	-1	5	5
O=c1cc(N2CCCC2)c(-c2ccccc2)n[nH]1	1	-4	-3	7	-2	-1	5	x	3	0
Cc1ccc(N2C(=O)C3ON(c4ccccc4)C(CC(C)C)C3C2=O)cc1 (centres undefined)	1	2	-3	7	0	-2	0	9	0	-4
CCOC(=O)C1CCN(C(=O)COc2ccc(S(=O)(=O)NC(C)(C)C)cc2)CC1	-6	-1	2	-7	-9	1	4	-5	-5	3
CN(C)c1ccc(-c2ccnc3c2CC(C)(C(=O)Nc2ccc(Cl)c(C(F)(F)F)c2)O3)cc1 (centres undefined)	-2	-3	13	-16	13	-1	-3	x	-3	1
O=C(CSc1ncccn1)N/N=C/c1cccs1	2	1	0	1	0	-3	4	-4	12	-1
CC1=C(CCN2CCN(C3CCCC3)C(CCO)C2)C(C)(C)CCC1 (centres undefined)	61*	-1	-2	3	-11	2	-1	-9	-2	-1
Cc1ccc(N=Nc2c(=O)[nH]n3c(C)cc(C)nc23)cc1	5	1	0	-8	2	1	-17	2	0	-20
O=C(CCN1CCCCO1)NC1CCCc2c1cnn2-c1ccc(F)cc1F (centres undefined)	-2	-2	-1	7	-1	0	4	13	4	-3
c1ccc2[nH]c(-c3cnco3)cc2c1	1	0	0	6	-1	9	1	1	0	-7
COc1ccc(Cl)cc1NC(=O)CN(C)C(=O)c1ccc(COc2ccccc2)cc1	-24	0	0	13	5	-15	1	-47	7	-3

Taken from above:
CC1=C(CCN2CCN(C3CCCC3)C(CCO)C2)C(C)(C)CCC1 (centres undefined) @ LEDGF integ inh = -1
COc1ccc(Cl)cc1NC(=O)CN(C)C(=O)c1ccc(COc2ccccc2)cc1 @ TCR-CD3 inh = 7

Compound activity deposited in PubChem BioAssay by several laboratories.

An excerpt, so the mix of outcomes need not match the whole.
